Compound activity as filed in PubChem BioAssay.
GCN5L2 inh – qHTS Assay for Inhibitors of GCN5L2 | AID 504327, 2011 | GCN5L2 HAT assay, ThioGlo1 CoA-SH fluorescence | 0.21% of 390,000 active | Potency, µM (doses to about 58.9 µM), for inactives: at the top dose activity change, negative = inhibition, hits mostly inhibitors | Histone acetyltransferase KAT2A (Homo sapiens), Q92830
Target sequence (Q92830 whole entry, looked up): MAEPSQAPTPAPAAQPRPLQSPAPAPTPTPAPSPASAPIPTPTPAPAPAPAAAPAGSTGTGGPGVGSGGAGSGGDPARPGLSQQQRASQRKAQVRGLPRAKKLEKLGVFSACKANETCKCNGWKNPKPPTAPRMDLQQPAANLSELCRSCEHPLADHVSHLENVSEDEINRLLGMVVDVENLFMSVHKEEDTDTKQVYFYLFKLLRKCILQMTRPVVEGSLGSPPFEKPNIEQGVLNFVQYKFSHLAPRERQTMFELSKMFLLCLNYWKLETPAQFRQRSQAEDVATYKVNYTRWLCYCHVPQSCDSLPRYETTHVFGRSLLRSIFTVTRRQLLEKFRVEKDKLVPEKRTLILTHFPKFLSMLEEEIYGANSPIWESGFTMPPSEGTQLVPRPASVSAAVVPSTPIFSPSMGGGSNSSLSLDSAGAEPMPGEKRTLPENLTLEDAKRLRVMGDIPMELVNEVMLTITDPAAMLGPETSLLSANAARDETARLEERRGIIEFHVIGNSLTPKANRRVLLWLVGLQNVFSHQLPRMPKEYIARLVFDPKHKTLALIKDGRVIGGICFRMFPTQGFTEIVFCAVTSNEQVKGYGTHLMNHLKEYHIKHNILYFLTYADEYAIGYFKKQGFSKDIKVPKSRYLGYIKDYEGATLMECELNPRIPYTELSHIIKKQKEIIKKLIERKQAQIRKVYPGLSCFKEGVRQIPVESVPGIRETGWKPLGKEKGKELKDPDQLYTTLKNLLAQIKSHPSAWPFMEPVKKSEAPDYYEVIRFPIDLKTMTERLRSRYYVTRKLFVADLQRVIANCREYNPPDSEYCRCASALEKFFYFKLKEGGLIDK
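Enzyme at 20nM final was mixed with library compounds for 15 min at room temperature. Peptide H3(1-25) at 75uM, acetyl-CoA at 70uM and ThioGlo1 at 50uM were then added. Plates were read immediately and after 20 min (Ex340nm/Em540nm).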
DT40 TDP1 CPT – qHTS for Inhibitors of human tyrosyl-DNA phosphodiesterase 1 (TDP1): qHTS in cells in presence of CPT. chicken DT40 Tdp1-/-;hTDP1 cells + 20 nM CPT, ATP luminescence, 48 h. Potency, µM (titrated, usually from 46.2 µM), inactives show at the top dose activity change, negative = growth inhibition, actives largely listed as inhibitors. 12% of 420,000 active; also: nearly all actives have a fitted effect of over 55% in size
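Chicken DT40 Tdp1-/- cells complemented with human TDP1, 400 cells/well, exposed to compounds plus 20 nM camptothecin for at least 48 h at 37 C; viability read as ATP content by CellTiter-Glo luminescence.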
DT40 TDP1 no CPT – qHTS for Inhibitors of human tyrosyl-DNA phosphodiesterase 1 (TDP1): qHTS in cells in absence of CPT; DT40 Tdp1-/- hTDP1 cells, no CPT, ATP luminescence, 48 h; Potency, µM (series often up to 46.2 µM), for the others: at the highest dose activity change, negative = growth inhibition, hits mostly inhibitors; 15% of 420,000 active; AID 686978, 2013; also: nearly all actives have a fitted effect of over 55% in size
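No-CPT arm: Tdp1-/-;hTDP1 DT40 cells (400/well) plus compounds, incubated ≥48 hr at 37 °C. Readout CellTiter-Glo luminescence.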
* = called active by the depositor; ? = inconclusive; · = not tested or not shown. Calls follow the shape of the dose curve; as a rule, active = well fitted curve in the direction sought with a large enough effect; inconclusive = small, poorly fitted or top-dose-only effect, or another doubt; inactive = no such curve, though single readings can be large; an effect the other way counts as inactive or inconclusive. % is scaled to controls: 0 for no effect and ±100 for the full control effect; potency is read from the fitted curve at half-maximal effect.

1) Cc1cc(C)n2cc(CSc3ncn[nH]3)nc2n1
2) Oc1ccccc1-c1nc(NCCN2CCOCC2)c2ccccc2n1
3) CC(CCc1ccc(O)cc1)NCCC(c1ccccc1)c1ccccc1 (stereo unspecified)
4) CCOC(=O)c1ccc(NC(=O)CC2S/C(=N/N=C/c3c[nH]c4ccccc34)NC2=O)cc1 (stereo unspecified)
5) Cn1c(SCCS(=O)(=O)c2ccc(Cl)cc2)nnc1-c1ccccc1
Screen / compound no. | 1 | 2 | 3 | 4 | 5
GCN5L2 inh | 1.1% | 1.9% | 0.8% | -1.8% | -17.6%
DT40 TDP1 CPT | -7.0% | ? | ? | -23.0% | ?
DT40 TDP1 no CPT | 15.8% | ? | 5.17µM* | ? | ?

6) CC1(C(=O)NS(=O)(=O)c2ccccc2C(F)(F)F)CCN1C(=O)CCC1CCCC1 (stereo unspecified)
7) COc1ccc(Oc2nccc(OC)c2C#N)cc1
8) Cc1cc2c(cc1C)-c1nnnn1C(N1CCC(Cc3ccccc3)CC1)C(=O)N2 (stereo unspecified)
9) Cc1cc(N2CCN(C(c3ccnc4ccccc34)c3nnnn3-c3c(C)cccc3C)CC2)c2ccccc2n1 (stereo unspecified)
10) O=C(NCCc1nnc2n1CCN(Cc1ccsc1)CC2)c1ccc(F)cc1
Screen / compound no. | 6 | 7 | 8 | 9 | 10
GCN5L2 inh | · | -9.1% | · | · | ·
DT40 TDP1 CPT | -0.5% | 3.2% | 14.6µM* | 6.51µM* | -0.5%
DT40 TDP1 no CPT | 0.6% | -1.9% | 9.2µM* | 4.61µM* | -6.5%

Only DT40 TDP1 CPT, for some of the entries so far:
item	structure	DT40 TDP1 CPT
8	Cc1cc2c(cc1C)-c1nnnn1C(N1CCC(Cc3ccccc3)CC1)C(=O)N2 (stereo unspecified)	14.6µM*
10	O=C(NCCc1nnc2n1CCN(Cc1ccsc1)CC2)c1ccc(F)cc1	-0.5%
9	Cc1cc(N2CCN(C(c3ccnc4ccccc34)c3nnnn3-c3c(C)cccc3C)CC2)c2ccccc2n1 (stereo unspecified)	6.51µM*
6	CC1(C(=O)NS(=O)(=O)c2ccccc2C(F)(F)F)CCN1C(=O)CCC1CCCC1 (stereo unspecified)	-0.5%

(continued)
11) CCOc1cc(/C=C2\SC(=Nc3ccccc3)N(c3ccccc3)C2=O)ccc1OCC(=O)O
12) CC1=C(C(=O)Nc2ccccc2)C(c2ccncc2)n2nnnc2N1 (stereo unspecified)
13) O=C(C[n+]1ccccc1)N/N=C/c1cc(Br)cc(Br)c1O
14) O=C(CN(Cc1ccccc1)C(=O)c1cccc([N+](=O)[O-])c1)Nc1c(Cl)cc(Cl)cc1Cl
15) Cc1cc(C)nc(-n2nc(C)c3c(C(F)(F)F)cc(=O)[nH]c32)n1
Screen / compound no. | 11 | 12 | 13 | 14 | 15
GCN5L2 inh | -12.4% | 0.8% | -22.1% | 0.2% | 1.3%
DT40 TDP1 CPT | 1.3% | -12.6% | 8.0% | 8.2µM* | 1.3%
DT40 TDP1 no CPT | ? | ? | 5.4% | 11.6µM* | -22.1%

16) O=C(O)c1ccccc1P(=O)(c1ccccc1)c1ccccc1
17) NC(=O)c1ccc(NCc2ccco2)c([N+](=O)[O-])c1
18) O=C(c1ccc(F)cc1)n1nc(-c2cccnc2)nc1NCc1ccc(F)cc1
19) CC1CCCN(C(=O)c2cc(F)c(F)cc2Cl)C1 (stereo unspecified)
20) Cc1nn(-c2ccccc2)c(C)c1/C=N/NC(=O)c1cc(-c2ccc(Br)s2)[nH]n1
Screen / compound no. | 16 | 17 | 18 | 19 | 20
GCN5L2 inh | -2.2% | -14.5% | -5.8% | -11.5% | 2.4%
DT40 TDP1 CPT | 3.8% | -0.7% | ? | -3.4% | 2.91µM*
DT40 TDP1 no CPT | -2.5% | ? | -21.6% | ? | 4.61µM*

21) CCN(CCNC(=O)C1CCCN(S(=O)(=O)c2cnc[nH]2)C1)c1ccccc1 (stereo unspecified)
22) FC(F)(F)c1nnc2c(Sc3ccccn3)nc3ccccc3n12
23) Oc1ccccc1/C=N/Nc1ccnc(SCc2ccccc2)n1
24) COc1ccc(-c2cc(C(=O)Oc3ccc(C)c(C)c3)c3ccccc3n2)cc1
25) CCc1ccccc1Nc1nc2ccccc2[nH]1
Screen / compound no. | 21 | 22 | 23 | 24 | 25
GCN5L2 inh | 0.7% | -7.0% | -19.6% | 1.2% | ·
DT40 TDP1 CPT | -14.2% | 5.17µM* | 0.0651µM* | ? | ?
DT40 TDP1 no CPT | -7.4% | 4.61µM* | 0.082µM* | ? | 14.6µM*

26) OC(COc1ccc(Cl)cc1)CN1CCC(Cc2ccccc2)CC1 (stereo unspecified)
27) O=C(O)c1c2c(nc3ccc(S(=O)(=O)N4CCC(C(=O)NC5CCCC5)CC4)cc13)CCCCC2
28) COc1ccccc1OC(C)C(=O)Nc1ccccc1C(=O)NCC1CCCO1 (stereo unspecified)
29) Cc1ccc(-n2cc(CNCCc3ncc(C)[nH]3)c(-c3ccc(F)cc3)n2)cc1
30) S=C(NCCCN1CCOCC1)NC1CCCC1
Screen / compound no. | 26 | 27 | 28 | 29 | 30
GCN5L2 inh | -3.3% | -6.8% | -1.6% | -7.3% | -8.5%
DT40 TDP1 CPT | ? | 1.6% | -1.0% | 16.4µM* | 9.0%
DT40 TDP1 no CPT | ? | -3.9% | -22.5% | ? | 11.3%

31) Clc1cccc(-n2ncc3c(N4CCC(Cc5ccccc5)CC4)ncnc32)c1
32) Cc1ccc(OC(=O)c2ccc(C)c(C)c2)cn1
33) O=C(NCCCn1ccnc1)/C(=C/c1ccc(F)cc1)NC(=O)c1ccccc1
34) COc1ccc(-n2ncc3c(N4CCN(c5cccc(C)c5)C(C)C4)ncnc32)cc1 (stereo unspecified)
35) O=C1[C@H](Oc2ccccc2)[C@@H](c2ccncc2)N1c1ccncc1
Screen / compound no. | 31 | 32 | 33 | 34 | 35
GCN5L2 inh | -7.0% | 26.4% | -5.3% | -0.9% | -2.5%
DT40 TDP1 CPT | -14.8% | 4.9% | 6.0% | 2.91µM* | -3.1%
DT40 TDP1 no CPT | -2.8% | -5.1% | 0.7% | 10.3µM* | 7.7%

36) O=C(O)CCCCCNc1nc2ncn(Cc3ccccc3)c2c(=O)[nH]1
37) C/C(CCc1ccc2c(c1)OCO2)=N\N=C1\NC(=O)CC(C(=O)Nc2ccccc2F)S1 (stereo unspecified)
38) CN(C)S(=O)(=O)c1ccc(C(=O)Nc2ccc3c(c2)CCC3)cc1
39) Cc1sc(NC(=O)C2c3ccccc3Oc3ccccc32)c(C(=O)OC(C)C)c1C
40) COc1ccc(Cl)cc1S(=O)(=O)N1CCN=C1Cc1ccccc1
Screen / compound no. | 36 | 37 | 38 | 39 | 40
GCN5L2 inh | -0.1% | -3.4% | -19.2% | -2.9% | 1.9%
DT40 TDP1 CPT | -14.6% | -8.7% | ? | 18.4µM* | -8.7%
DT40 TDP1 no CPT | ? | -17.1% | ? | ? | -6.7%

41) CSc1nc(NS(=O)(=O)c2cc(Br)ccc2Br)cc(=O)[nH]1
42) COc1ccccc1N1CCN(C(=O)c2nc(-c3ccc(C)cc3)n3c2CCCCC3)CC1
43) O=C(CCNC(=O)c1ccc([N+](=O)[O-])cc1)Nc1ccc(Cl)c(S(=O)(=O)N2CCOCC2)c1
44) CCOc1ccc(-n2c(C)cc(/C=C3/C(=N)N4C(=NC3=O)SN=C4S(C)(=O)=O)c2C)cc1
45) O=C(NCc1ccco1)C1(c2ccc(Br)cc2)CCCC1
Screen / compound no. | 41 | 42 | 43 | 44 | 45
GCN5L2 inh | -7.2% | -9.2% | -4.4% | 31.6µM* | -2.5%
DT40 TDP1 CPT | 2.6% | -28.8% | -18.7% | ? | -19.2%
DT40 TDP1 no CPT | ? | ? | ? | ? | -16.8%

46) CCOC(=O)Nc1cc(NC(=O)OCC)ncn1
47) COc1ccc(CN(C)CC(=O)N(C)CC(=O)Nc2ccccc2Br)cc1F
48) CC(NS(=O)(=O)c1ccc2c(c1)C(C)(C)C(=O)N2C)c1ccccc1 (stereo unspecified)
49) C/C(=N\NC(=O)c1c(Cl)cnn1C)c1cccc(NC(=O)c2ccc(C)cc2)c1
50) CCOC1=C2CN(S(=O)(=O)c3ccc(C)cc3)C(c3ccccc3)CC2N(S(=O)(=O)c2ccc(C)cc2)C(c2ccc(Br)cc2)C1 (stereo unspecified)
Screen / compound no. | 46 | 47 | 48 | 49 | 50
GCN5L2 inh | · | -2.9% | 3.8% | -4.7% | ·
DT40 TDP1 CPT | 3.0% | -4.3% | -7.9% | ? | -8.4%
DT40 TDP1 no CPT | 1.5% | ? | -22.6% | ? | ?

51) Cc1ccc(S(=O)(=O)Nc2ccnc3ccccc23)cc1
52) Cc1ccc(S(=O)(=O)NCCSc2ncccn2)cc1
53) Cc1cc(OC(=O)c2ccc(Cl)cc2Cl)c([N+](=O)[O-])c(=O)[nH]1
54) COCC(=O)N1CCC2(CCCN(c3ccccc3)C2)CC1
55) CCCn1c(SCC(=O)Nc2cccc(S(=O)(=O)N3CCCC3)c2)n[nH]c1=O
Screen / compound no. | 51 | 52 | 53 | 54 | 55
GCN5L2 inh | 1.5% | 0.3% | 1.1% | 3.6% | -10.5%
DT40 TDP1 CPT | ? | 1.5% | -7.6% | 10.1% | 1.7%
DT40 TDP1 no CPT | 20.6µM* | 16.8% | 4.2% | -15.7% | -19.0%

56) CCOC(=O)c1cccc(-c2c(-c3ccccc3)ncc3cc(OC)c(OC)cc23)c1
57) S=c1[nH]nc(C2CCCCC2)n1/N=C/c1ccc(Br)s1
58) CC1CCCC(NC(=O)COC(=O)c2sc3ccccc3c2Cl)C1C (stereo unspecified)
59) CSc1nc(NCCOC(C)=O)c(C#N)c(-c2ccc(C(C)(C)C)cc2)n1
60) Nc1nnc(SCC(=O)NC2CCCCC2)n1-c1ccccc1
Screen / compound no. | 56 | 57 | 58 | 59 | 60
GCN5L2 inh | -6.1% | -0.8% | 3.9% | -21.1% | -5.1%
DT40 TDP1 CPT | ? | ? | -22.1% | ? | -24.8%
DT40 TDP1 no CPT | ? | ? | -12.9% | 16.4µM* | -15.1%

Compounds listed so far that contain a furan ring, fused or not:
17) NC(=O)c1ccc(NCc2ccco2)c([N+](=O)[O-])c1
45) O=C(NCc1ccco1)C1(c2ccc(Br)cc2)CCCC1
Screen / compound no. | 17 | 45
GCN5L2 inh | -14.5% | -2.5%
DT40 TDP1 CPT | -0.7% | -19.2%
DT40 TDP1 no CPT | ? | -16.8%

Individual results from the entries so far:
cpd 52 @ GCN5L2 inh: 0.3%
cpd 33 @ DT40 TDP1 no CPT: 0.7%

The results go on.
61) CCN(C(=O)COC(=O)C1=COCCO1)c1ccccc1
62) CCCCCC1CC(CC(=O)Nc2nncs2)C(=O)O1 (stereo unspecified)
63) O=C(O)C(Cc1c[nH]c2ccccc12)N1CCS(=O)(=O)CC1 (stereo unspecified)
64) COC(=O)c1ccc(NC(=O)COc2coc(CN3CCc4ccccc43)cc2=O)cc1
65) CN(CC(=O)Nc1cccc(F)c1)C(=O)c1ccc(N2CCCCC2)c([N+](=O)[O-])c1
Screen / compound no. | 61 | 62 | 63 | 64 | 65
GCN5L2 inh | 0.8% | -1.4% | -7.9% | -8.2% | -0.4%
DT40 TDP1 CPT | 5.5% | -3.8% | -2.1% | -12.4% | 16.4µM*
DT40 TDP1 no CPT | 6.51µM* | -4.0% | -2.3% | -16.8% | 14.6µM*

66) O=C(Cn1ncc2c3ccccc3n(Cc3ccccc3F)c2c1=O)NCC1CCCO1 (stereo unspecified)
67) COc1ccc(N(CC(=O)Nc2ccc3c(c2)OCO3)S(=O)(=O)c2ccccc2)cc1OC
68) COc1cccc(N(CC(=O)NC2CCCCC2)C(=O)CCC(=O)Nc2nccs2)c1
69) Cc1cccc(OCC(=O)Nc2cc(S(=O)(=O)N3CCCCC3)ccc2N2CCN(C)CC2)c1
70) COC(=O)c1sc2ccccc2c1-n1cccc1C(=O)C(=O)Nc1ccc(C)cc1
Screen / compound no. | 66 | 67 | 68 | 69 | 70
GCN5L2 inh | -8.4% | -20.1% | 2.2% | -5.7% | -7.1%
DT40 TDP1 CPT | ? | ? | -9.5% | ? | ?
DT40 TDP1 no CPT | ? | ? | ? | ? | ?

71) CN(C)CCNC(=O)c1ccc2c(c1)NC(=O)c1ccccc1S2
72) CCOC(=O)c1c(S(=O)(=O)N2CCCC(C(=O)NCc3ccccc3Cl)C2)c(C)n(C)c1C (stereo unspecified)
73) O=S(=O)(Nc1ccc(N=Nc2ccccc2)cc1)c1ccccc1
74) CC1(C)Cc2c(c(N3CCOCC3)nc3sc(C(=O)Nc4ccccc4)c(N)c23)CO1
Screen / compound no. | 71 | 72 | 73 | 74
GCN5L2 inh | -0.8% | 0.0% | -8.6% | -4.9%
DT40 TDP1 CPT | -5.0% | -27.7% | ? | ?
DT40 TDP1 no CPT | -2.5% | -21.7% | ? | ?

No enrichment for hits; any-hit rate near 18%.
